CIT2 TOR yeast: modulators of CIT2-GFP expression in yeast, primary screen, S. cerevisiae, GFP fusion, multiplex flow cytometry, MLPCN library; 320,000 tested, 0.065% active; GFP response vs DMSO, % at 10 µM; S. cerevisiae CIT2-GFP strain, 3 h; 100 means same as DMSO wells;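 active means GFP response relative to DMSO above a set limit, near the screen mean plus 3 SD, cut at about 150% in these data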;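 further: ratio of well median GFP fluorescence to mean of DMSO wells on the plate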
VLA-4 inh: inhibition in human VLA-4 binding assay, primary screen, VLA-4 allosteric modulator project, MLPCN library, flow cytometry, VLA-4 expressing cells. Integrin alpha-4 (Homo sapiens), P13612. ligand binding flow cytometry. inhibition, % (about 7 µM as worked out from the volumes in the protocol). 330,000 tested, 0.2% active; in the data active means inhibition above about 50%
GRK2 aptamer HTS: compounds blocking aptamer binding on GRK2 – biochemical, human GRK2, bead flow cytometry, HTS, primary screen | inhibition of aptamer binding, % at 10 µM | Beta-adrenergic receptor kinase 1 (Homo sapiens), P25098 | 330,000 tested, 0.59% active | AID 488847, 2010 | FAM-aptamer displacement from GRK2;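 active means inhibition of aptamer binding above 40%, roughly 3 SD of noise, on plates passing a quality check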;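 further: median bead fluorescence of bound FAM aptamer so fluorescent compounds give negative values; no value below 0 was filed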
Fam108B inh: mouse Fam108B serine hydrolase inhibitors, primary screen, counter-screen for RBBP9 inhibitor project, biochemical, fluorescence polarization | AID 1947, 2009 | recombinant Fam108B, FP-Rh probe fluorescence polarization | 300,000 tested, 0.33% active | inhibition, % at 9.51 µM;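 active means inhibition above the screen mean inhibition plus 3 SD, computed separately per campaign, cut at about 18% in these data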;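 further: inhibitors lower polarization as less probe binds the enzyme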
AGP1 TOR yeast: modulators of AGP1-GFP expression in yeast TOR pathway, primary screen, cell-based, multiplex flow cytometry, S. cerevisiae, MLPCN library. 3 h; GFP as percent of DMSO wells. GFP response vs DMSO, % at 10 µM. 320,000 tested, 0.02% active. AID 2066, 2009;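 active means GFP response relative to DMSO above a set limit, near screen average plus 3 SD, cut at about 150% in these data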;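 further: median GFP channel fluorescence of the gated AGP1 strain per well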
BCLXL inh: inhibitors of human Bcl-xL, primary screen, biochemical, fluorescence polarization, HTS | inhibition, % at 10.9 µM | Bcl-2-like protein 1 (Homo sapiens), Q07817 | 320,000 tested, 0.7% active | GST-Bcl-xL / FITC-Bim BH3 peptide fluorescence polarization;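 active means inhibition above the mean of all tested compounds plus 3 SD, cutoff set per campaign, cut at about 30% in these data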;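 further: 0% = DMSO wells and 100% = unlabeled Bim-BH3 peptide competitor; inhibitors lower millipolarization by displacing the labeled peptide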
Target sequence (Q07817 whole entry, looked up): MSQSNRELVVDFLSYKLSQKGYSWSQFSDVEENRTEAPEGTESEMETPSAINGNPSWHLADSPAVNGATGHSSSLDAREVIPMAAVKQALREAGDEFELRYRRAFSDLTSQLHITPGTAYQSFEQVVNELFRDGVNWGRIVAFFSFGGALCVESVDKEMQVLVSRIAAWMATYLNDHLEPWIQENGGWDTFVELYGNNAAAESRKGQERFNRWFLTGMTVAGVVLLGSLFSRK
MCL1-BIM inh: inhibitors of MCL1 binding to BIM-BH3, primary screen, biochemical, fluorescence polarization | 320,000 tested, 0.68% active | inhibition, % at 10.9 µM | AID 2057, 2009 | Induced myeloid leukemia cell differentiation protein Mcl-1 (Homo sapiens), Q07820 | GST-MCL1 / FITC-Bim-BH3 fluorescence polarization;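 active means inhibition above the mean inhibition of all tested compounds plus 3 SD, set per campaign, cut at about 40% in these data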;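 further: 0% = DMSO wells and 100% = unlabeled Bim-BH3 peptide control; higher means more loss of mP so more displacement of Bim peptide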
MEX-5 binding: MEX-5 zinc finger RNA-binding disruptors – biochemical, C. elegans, fluorescence polarization, MLPCN library, primary screen | Zinc finger protein mex-5 (Caenorhabditis elegans), Q9XUB2 | MEX-5/FITC-TCR2 RNA binding; stronger effect = lower value | activity score (negative = inhibition of binding), % at 10 µM | 300,000 tested, 0.38% active;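 active means inhibition past about -25% in most replicates, and total fluorescence under double the plate's negative control median, limit read from the data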;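 further: 0% = DMSO and -100% = 5 µM competing unlabeled TCR2 RNA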
Target sequence (Q9XUB2 whole entry, looked up): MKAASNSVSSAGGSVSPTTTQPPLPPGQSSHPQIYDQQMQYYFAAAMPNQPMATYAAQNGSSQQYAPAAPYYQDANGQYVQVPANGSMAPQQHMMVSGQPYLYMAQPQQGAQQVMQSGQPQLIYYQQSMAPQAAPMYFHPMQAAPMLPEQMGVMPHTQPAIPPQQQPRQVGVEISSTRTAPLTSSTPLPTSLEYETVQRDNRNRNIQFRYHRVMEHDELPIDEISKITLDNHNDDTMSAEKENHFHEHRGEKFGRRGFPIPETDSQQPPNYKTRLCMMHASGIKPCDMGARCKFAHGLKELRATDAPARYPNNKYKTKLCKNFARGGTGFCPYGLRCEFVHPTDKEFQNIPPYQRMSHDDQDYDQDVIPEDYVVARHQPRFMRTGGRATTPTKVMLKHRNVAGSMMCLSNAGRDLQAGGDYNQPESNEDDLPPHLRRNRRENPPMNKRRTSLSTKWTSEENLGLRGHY
GLD-1 TGE inh: GLD-1/TGE RNA complex disruptors, primary screen, biochemical, fluorescence polarization; inhibition, % at 5.96 µM; AID 2280, 2010; purified GLD-1 + fluorescein TGE RNA; 320,000 tested, 0.44% active; Female germline-specific tumor suppressor gld-1 (Caenorhabditis elegans), Q17339;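 active means percent inhibition above a per-plate cutoff, the plate mean of test compounds plus 3 SD, cut at about 30% in these data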;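 further: 0% = DMSO wells with GLD-1 and probe and 100% = wells lacking GLD-1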
An asterisk follows results filed as active; i = inactive; . = no result given.

No.	molecule	CIT2 TOR yeast	VLA-4 inh	GRK2 aptamer HTS	Fam108B inh	AGP1 TOR yeast	BCLXL inh	MCL1-BIM inh	MEX-5 binding	GLD-1 TGE inh
1	CSc1ccccc1NC(=O)NCCCl	104	6	4	-2	101	-2	-5	-0.2	-6
2	CN(C)C(=O)COC(=O)c1ccc(S(=O)(=O)NCc2ccco2)cc1	92	-4	16	1	99	2	6	-2.5	10
3	C[C@]12C(=O)N(c3ccccc3)C(=O)N1[C@H]1c3ccccc3OC[C@@H]1[C@H]2c1ccccc1	103	17	3	.	111	.	.	.	8
4	C=CCNC(=O)CC(C)C(CCCCC)C(=O)O (stereo unspecified)	103	11	1	-4	101	5	-6	1.7	8
5	CCOC(=O)c1cnc2cc(-c3ccc(Cl)cc3)nn2c1N	109	-18	0	-2	101	1	5	1.2	5
6	CN(c1ccccc1)c1ccc(/C=C/[N+](=O)[O-])cc1	92	i	2	1	87	10	-33	8.4	-47
7	COC(=O)Nc1c(-c2ccccc2)nc2ccc(Cl)cn12	104	1	5	3	94	6	4	0.2	8
8	COc1cccc(N2CCN(S(=O)(=O)c3ccc4c(c3)CC(C)N4C(=O)C3CC3)CC2)c1 (stereo unspecified)	108	-6	3	-1	110	0	1	0.7	10
9	Cc1cccc(-c2cc3nc4c(c(N5CCOCC5)n3n2)CCCC4)c1	78	9	0	-3	82	1	2	0.2	5
10	COc1ccc(-c2cc(C(=O)N3CCN(c4ccccc4O)CC3)c3ccccc3n2)cc1	85	17	3	.	98	-1	4	.	1
11	C/C(CC(=O)Nc1ccc2c(c1)OCO2)=N\NC(=O)C(c1ccccc1)c1ccccc1	91	-11	0	0	98	-3	1	0.1	6
12	COc1cc(Cl)ccc1OCc1cc(C(=O)N2CCCCCC2)no1	104	15	3	1	114	2	-8	-3.4	2
13	CN(Cc1ccccc1)C(=O)CSc1nc2ccccc2[nH]1	96	-11	2	3	85	-1	-7	0.3	-2
14	Cc1ccc(-n2c(SCC(=O)NCC3CCCO3)nc3c(c2=O)SCC3)cc1 (stereo unspecified)	97	21	0	1	103	-2	6	.	3
15	C=CCOc1cccc(C2C(C(=O)c3ccco3)=C(O)C(=O)N2Cc2ccncc2)c1 (stereo unspecified)	90	4	2	3	101	3	12	3.2	2
16	Cc1nnc(-c2ccc(Oc3ccc(C)c(C)c3)c([N+](=O)[O-])c2)o1	84	16	0	7	90	1	5	-0.1	0
17	COc1ccccc1-c1cc(C(=O)NCc2ccccc2)no1	104	-11	0	-2	85	3	-5	-1.2	3
18	CCc1noc(C)c1C(=O)Nc1ccc(-c2nnc3n2CCCCC3)cc1	100	15	0	2	118	-8	-12	1.0	6
19	COc1cc(/C=N/NC(=O)c2cccs2)ccc1OCc1ccccc1	108	-6	0	0	110	4	5	0.6	7
20	CC1C(=O)Nc2ccccc2N1C(=O)c1ccccc1 (stereo unspecified)	103	0	0	2	101	5	7	-2.0	3
21	Cc1nn(-c2ccccc2)c(C)c1C(=O)OCC(=O)N1CC(=O)Nc2ccccc21	96	11	0	2	104	-6	-16	-1.7	1
22	CCOC(=O)CC(=O)CSCC(=O)Nc1ccc(C)cc1	93	7	0	-5	99	2	8	-1.9	2
23	Cc1cccc(C)c1NC(=O)CSc1nnc(C)n1-c1ccccc1	104	7	0	1	115	-1	-4	1.7	-6
24	O=C(O)c1ccc(N2C(=O)/C(=C/c3ccc(-c4ccc([N+](=O)[O-])cc4)o3)C=C2c2ccccc2)cc1	112	i	3	-3	103	-9	-48	-0.9	-7
25	O=[N+]([O-])c1cccc(Nc2c3ccccc3nc3ccccc23)c1	99	5	6	5	94	5	-2	-3.8	3
26	COc1cc(-c2[nH]ncc2CN2CCN(c3cccc(C)n3)CC2)cc(OC)c1OC	105	-6	2	3	108	4	3	-1.1	2
27	Cc1ccc(OCCN(C)C(=O)C2CCC(=O)N(CCCN3CCOCC3)C2)cc1 (stereo unspecified)	93	5	0	4	100	1	-11	2.1	7
28	COc1ccc2c(c1OC)C(=O)N1c3ccccc3C(=O)N(c3ccccc3F)C21 (stereo unspecified)	103	-3	0	0	93	4	4	0.3	1
29	O=C1S/C(=C/c2ccc(N3CCOCC3)o2)C(=O)N1Cc1ccc(F)cc1	97	-124	3	-10	95	-72	-117	-1.0	-114
30	O=C(/C=C/c1ccc([N+](=O)[O-])s1)N1CCCCC1	66	-3	0	2	86	6	6	-1.6	3
31	Cc1ccc(-c2nnnn2-c2ccc(C)cc2)cc1	91	5	0	3	93	2	4	0.9	-1
32	Cc1ccc(C(=O)NC2CCC(C)CC2)s1 (stereo unspecified)	83	7	2	-5	95	4	5	1.2	0
33	Cc1ccc(Nc2nc3ccccc3nc2Nc2c(C)n(C)n(-c3ccccc3)c2=O)cc1	92	6	0	0	94	-3	-2	-2.2	4
34	O=C(O)Cn1nnc(COc2ccccc2)n1	92	-10	0	8	63	9	3	-1.8	-12
35	COc1cccc(OCCCCCCN2CCOCC2)c1	95	4	1	1	90	2	-5	0.6	1
36	O=C(N/N=C/c1ccc(Sc2nc3ccccc3[nH]2)o1)c1ccncc1	95	23	7	-3	92	-3	5	-3.5	3
37	N#CC(c1ccc(F)cc1)c1ccc(C(=O)c2ccccc2)cc1 (stereo unspecified)	86	2	0	1	91	-1	4	0.7	5
38	NNc1nc(C(F)(F)F)nc2ccccc12	105	4	3	4	103	-10	-14	15	2
39	CS(=O)(=O)c1ccccc1-c1nc(-c2ccc([N+](=O)[O-])cc2)no1	87	-8	3	-1	100	2	3	-0.6	5
40	CCOc1ccc(N2C(=O)C3=C(C(c4ccc(Cl)cc4)=NCCN3)C2c2cccnc2)cc1 (stereo unspecified)	91	1	3	-2	100	2	4	-0.1	-5
41	CCOC(=O)c1c(/N=C/N(C)C)sc(/C=N/Nc2ccccc2)c1-c1ccccc1Cl	104	-2	4	-1	97	-26	-64	2.3	-20
42	CCSc1nnc(NC(=O)Cc2ccc(OC)c(OC)c2)s1	99	-8	1	0	100	6	1	.	4
43	C=CCNC(=O)N1CCCC(N2CCN(c3ccccc3OC)CC2)C1 (stereo unspecified)	101	-5	0	3	98	2	10	0.8	-2
44	C[C@H]1CN=C(Nc2ccccc2)N1CC1CCC1	68	42	3	6	79	-1	1	0.7	4
45	CCCCCCCCCCCCCCCC(=O)NCCc1c[nH]c2ccccc12	104	12	0	3	105	-3	-1	-2.5	5
46	COc1ccc(OC)c(C2CC(=O)Nc3n[nH]c(-c4ccccc4)c32)c1 (stereo unspecified)	88	1	1	1	108	-1	-1	-1.1	-7
47	Cc1cccc(NC(=O)CCC(=O)N/N=C/c2ccco2)c1	107	6	2	0	100	1	-2	1.0	0
48	CN(C)CCCNc1oc(/C=C/c2cccs2)nc1S(=O)(=O)c1ccccc1	109	1	3	-3	100	-6	-14	4.2	-18
49	CC(C)N(Cc1cnn(C)c1)C(=O)C1CCC(=O)N(CCc2cccc(F)c2)C1 (stereo unspecified)	104	5	0	.	101	.	.	1.6	.
50	COc1ccc(CNC(=O)C/C(C)=N/NC(=O)c2cc(OC)cc(OC)c2)cc1	98	19	2	-6	100	2	-1	-0.8	-2

Screening data: PubChem, several laboratories
